ATXN2 expr inh = reduces ATXN2 reporter expression in HEK-293 cells. 360,000 tested, 0.72% active. Potency, µM (top dose mostly 57 µM), for inactives: at the highest dose activity change, negative = inhibition, actives largely listed as inhibitors. AID 1745845. HEK-293 ATXN2-luciferase reporter, luminescence, 24 h; further: potency means the concentration at half of the fitted maximal effect; on the % scale 0 is the no-effect control and ±100 the full control effect; nearly all actives have a fitted effect of over 55% in size
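qHTS (up to 57 uM final) was run with 24 h compound exposure of reporter cells at 37 °C. Each well was multiplexed: SteadyGlo luminescence measured ATXN2-luciferase expression after a fluorogenic Gly-Phe-AFC viability readout (25 uM final).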
MCF10A rerep = induces DNA re-replication in MCF 10a normal breast cells | MCF 10A DNA re-replication, Hoechst nuclear intensity, 48 h | Potency, µM (titrated, usually from 46.1 µM), for the others: at the top dose activity, positive = re-replication, most hits filed as activators | 350,000 tested, 2.9% active | AID 624296; further: potency means the concentration at half of the fitted maximal effect; % of control where 0% means no effect; nearly all actives have a fitted effect of over 50% in size
SW480 rereplic = induces DNA re-replication in SW480 colon adenocarcinoma cells. SW480 DNA re-replication, Hoechst DNA content imaging, 48 h. Potency, µM (series often up to 46.1 µM), inactives show top-dose re-replication activation, most hits filed as activators. 340,000 tested, 1.8% active; further: potency means the concentration at half of the fitted maximal effect; % of control where 0% means no effect; nearly all actives have a fitted effect of over 55% in size
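Cells (250 per well) received 23 nL compound or DMSO by pin tool and were kept 48 hr at 37 C, 5% CO2. Nuclei were then stained with Hoechst for 40 min and scanned for DNA content.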
HT1080 IDH1KD tx = kills HT-1080 cells with IDH1 knockdown | HT-1080 IDH1 knockdown viability, ATP luminescence, 48 h | Potency, µM (top dose mostly 46.1 µM), for inactives: top-dose activity, negative = toxicity, most hits filed as cytotoxic | 360,000 tested, 2% active | AID 686971;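 further: potency means the concentration at half of the fitted maximal effect; 0% = DMSO wells and -100% = cell-free medium wells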
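CellTiter-Glo luminescence after 48 h compound exposure at 37 degrees C of IDH1-knockdown HT-1080 cells in 5% FBS RPMI. %Activity scaled between DMSO wells and cell-free media wells, with curves fitted and assigned curve classes.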
KB-3-1 tox = kills parental KB-3-1 adenocarcinoma cells. AID 1347075. 400,000 tested, 1.4% active. Potency, µM (highest dose often 46.1 µM), for the others: at the top dose activity change, negative = cytotoxic, usual class: cytotoxic. KB-3-1 viability, CellTiter-Glo ATP luminescence, 72 h; further: potency means the concentration at half of the fitted maximal effect; on the % scale 0 is the no-effect control and ±100 the full control effect; nearly all actives have a fitted effect of over 60% in size
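KB-3-1 cells, DMEM (no phenol red) + 10% FBS; compound by pin transfer, 72 h, 37 °C. Readout: CellTiter-Glo luminescence after 10 min. Data normalized, curve-fitted.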
KB-V1 cytotox = kills drug-selected multidrug resistant KB-V1 cells | AID 1347076 | KB-V1 MDR cells viability, CellTiter-Glo, 72 h | 400,000 tested, 3.4% active | Potency, µM (series often up to 46.1 µM), inactives show at the top dose activity change, negative = cytotoxicity, hits mostly cytotoxic; further: potency means the concentration at half of the fitted maximal effect; on the % scale 0 is the no-effect control and ±100 the full control effect; nearly all actives have a fitted effect of over 60% in size
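Readout: CellTiter-Glo luminescence, 10 min after addition. Cells: KB-V1 MDR subline, 72 h at 37 degrees C with compound. Analysis: corrected, normalized data fitted to concentration-effect curves.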
IL-1B inflam inh = blocks inflammasome-driven IL-1 beta release; THP-1 LPS/ATP IL-1B secretion, AlphaLISA, 16 h; active compounds read low; activity change, % at 57.5 µM; 360,000 tested, 4.7% active; in the data active means activity change below about -50%; inconclusive means mostly about -30% to -49%; further: on the % scale 0 is the no-effect control and ±100 the full control effect
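Secreted IL-1B measured by AlphaLISA bead assay after 16 h compound exposure of THP-1 cells; compounds (final up to 57.5 uM) added 1 h before LPS (250 ng/mL) and ATP (1.25 mM) stimulation; lower signal means less secretion.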
HT1080NT lethal = kills 2HG-producing HT-1080-NT fibrosarcoma cells; Potency, µM (series often up to 46.1 µM), without a hit: top-dose activity, negative = less viability, most hits filed as cytotoxic; HT-1080-NT fibrosarcoma viability, CellTiter-Glo ATP luminescence, 48 h; 360,000 tested, 1.6% active;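 further: NT is the 2HG producing partner of a matched IDH1 knockdown line; potency means the concentration at half of the fitted maximal effect; 0% = DMSO-treated cells and -100% = media-only wells without cells; nearly all actives have a fitted effect of over 55% in size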
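Viability of the 2HG-overproducing fibrosarcoma line after 48 hours of compound exposure at 37 degrees C was determined by luminescence with CellTiter-Glo, and concentration-effect curves were then fitted and categorized.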
S2 tox = cell viability loss in ATXN counter-screen; 400,000 tested, 0.49% active; Potency, µM (series often up to 56.7 µM), most hits filed as cytotoxic; S2 cells (HEK-293 line with an ATXN2-luciferase reporter) viability, CellTiter-Fluor protease fluorescence, 24 h; further: potency means the concentration at half of the fitted maximal effect; nearly all actives have a fitted effect of over 40% in size
* marks the source's active call; other numbers are inactive results; i = inactive; ? = inconclusive; nt = no result given; & = joins results of further samples; [ ] = dose if it differs, or a comment. Unless noted, the call rests on the fitted dose curve; in most records, active means well fitted curve in the direction sought with a large enough effect; inconclusive means small, poorly fitted or top-dose-only effect, or another doubt; inactive means no such curve, though single readings can be large; an effect the other way counts as inactive or inconclusive.

Start of the listing, in advance:
SMILES	ATXN2 expr inh	MCF10A rerep	SW480 rereplic	HT1080 IDH1KD tx	KB-3-1 tox	KB-V1 cytotox	IL-1B inflam inh	HT1080NT lethal	S2 tox
CCOc1ccc(CC(C(N)=O)C(N)=O)cc1CN(C)C	-1%	4%	-10%	-5%[9.24 µM]	2%	-8%	-1	0%	i
O=C(O)c1ccc(/C=N/Nc2ccc(F)cc2F)cc1	19%	5%	-9%	5.2µM*	-3%	11%	3	3.3µM*	i
C=CCN=C(NC#N)SCC(=O)NC(C)(C)C	8%	5%	0%	17%	2%	0%	6	15%	i

The list itself, from the start:
SMILES	ATXN2 expr inh	MCF10A rerep	SW480 rereplic	HT1080 IDH1KD tx	KB-3-1 tox	KB-V1 cytotox	IL-1B inflam inh	HT1080NT lethal	S2 tox
CCOc1ccc(CC(C(N)=O)C(N)=O)cc1CN(C)C	-1%	4%	-10%	-5%[9.24 µM]	2%	-8%	-1	0%	i
O=C(O)c1ccc(/C=N/Nc2ccc(F)cc2F)cc1	19%	5%	-9%	5.2µM*	-3%	11%	3	3.3µM*	i
C=CCN=C(NC#N)SCC(=O)NC(C)(C)C	8%	5%	0%	17%	2%	0%	6	15%	i
CCCCCc1n[nH]c2c1CCCC2	nt	2%	-3%	3%	8%	5%	-2	-7%	i
Cc1nc2n(c(=O)c1CCN1CCC(c3noc4cc(F)ccc34)CC1)CCCC2	2%&-3%&-11%	0%	13%	1%	0%&5%	?	5	8%	i
COc1ccc(NC(=O)c2cc([N+](=O)[O-])ccc2NC(=O)CNC2CCCCC2C)c(OC)c1 (centres undefined)	-3%	-1%	-9%	-8%	8%	?	32	-6%	i
COc1ccc(OC)c(-n2c(-c3cccc(O)c3)n[nH]c2=S)c1	-3%	-2%	-10%	-5%	1%	-7%	22	-30%	i
CN(C)C(=O)N1CCCC(C(=O)NCc2ccccc2)C1 (centres undefined)	6%	1%	-1%	-2%[9.24 µM]	-4%	7%	15	4%	i
COc1ccc(Cc2c(C(C)(C)C)nc3ccc(Cl)cn23)c(C)c1	8%	nt	nt	?	-1%	8%	19	?	i
Cc1c(NC(=O)C(C)OC(=O)c2ccc(Br)o2)c(=O)n(-c2ccccc2)n1C (centres undefined)	-9%	18%	-2%	11%	11%	-10%	12	3%	i

Profiles, quoted from the list. Values in the order: ATXN2 expr inh | MCF10A rerep | SW480 rereplic | HT1080 IDH1KD tx | KB-3-1 tox | KB-V1 cytotox | IL-1B inflam inh | HT1080NT lethal | S2 tox
COc1ccc(Cc2c(C(C)(C)C)nc3ccc(Cl)cn23)c(C)c1 as listed: 8% | nt | nt | ? | -1% | 8% | 19 | ? | i
Cc1nc2n(c(=O)c1CCN1CCC(c3noc4cc(F)ccc34)CC1)CCCC2 as listed: 2%&-3%&-11% | 0% | 13% | 1% | 0%&5% | ? | 5 | 8% | i
O=C(O)c1ccc(/C=N/Nc2ccc(F)cc2F)cc1 as listed: 19% | 5% | -9% | 5.2µM* | -3% | 11% | 3 | 3.3µM* | i
CCCCCc1n[nH]c2c1CCCC2 as listed: nt | 2% | -3% | 3% | 8% | 5% | -2 | -7% | i
COc1ccc(OC)c(-n2c(-c3cccc(O)c3)n[nH]c2=S)c1 as listed: -3% | -2% | -10% | -5% | 1% | -7% | 22 | -30% | i

(list continues)
SMILES	ATXN2 expr inh	MCF10A rerep	SW480 rereplic	HT1080 IDH1KD tx	KB-3-1 tox	KB-V1 cytotox	IL-1B inflam inh	HT1080NT lethal	S2 tox
Cc1cc(C(=O)NCCCN2CC(C)CC(C)C2)n(-c2ccccc2)n1 (centres undefined)	-2%	3%	-4%	1%	-3%	10%	4	-8%	i
CCOC(=O)CCCc1c[nH]c2ccccc12	9%	17%	-1%	4%	-2%	13%	2	2%	i
CCCNC(=O)COC(=O)c1c2c(nc3ccccc13)CCC2	-20%	-5%	-4%	1%	9%	?	30	-4%	i
CSc1ccc(/C=N/NC(=O)CN2CCN(Cc3ccccc3Cl)CC2)cc1	5%	4%	-7%	-15%	2%	?	-3	-3%	i
Cn1cnnc1SCC(=O)NCCC(c1ccccc1)c1ccccc1	0%	-14%	-5%	4%	2%	3%	26	6%	i
Cc1cc(C)cc(N)c1	-4%	-45%[inhibitor]	-38%[inhibitor]	6%	0%	7%	20	24%	i
O=C(CCn1c(=S)oc2ccccc21)Nc1ccc2c(c1)OCCO2	4%	0%	-13%	-7%	5%	-16%	-2	0%	i
Cc1oc(/N=C/c2ccc(Cl)cc2Cl)c(C#N)c1C	-2%	1%	-9%	24%	-8%	1%	0	13%	i
Cc1nc(N2CCc3ccccc3C2)[nH]c(=O)c1Cc1ccccc1	8%	-4%	3%	3%	10%	-1%	-1	4%	i
O=C1C(C=NCc2cccnc2)=C(O)c2ccccc21	76%[activator]	-4%	-2%	0%	16%	5%	-7	0%	i
COc1ccc(C(=O)NNC(=O)C(=O)Nc2cccc3ccccc23)cc1	-2%	0%	-3%	-17%	0%	?	-17	-4%	i
COc1cccc(CN(CC(=O)NCc2ccccc2)S(=O)(=O)CCl)c1	5%	-10%	18%	0%	-1%&-6%	?	-2	-2%	i
COc1cccc(C(=O)N(Cc2ccc3c(c2)OCO3)Cc2nc3ccccc3c(=O)[nH]2)c1	1%	4%	-4%	-27%	-1%	-6%	-11	-11%	i
COC(=O)Cc1c(C)nc2nc(Cc3ccccc3)[nH]n2c1=O	38%	5%	-3%	7%	?	21%	30	16%	i
Cc1cc(C)c(C)c(SCC(=O)Nc2oc(C)c3c(C)n[nH]c(=O)c23)c1C	5%	11%	-4%	1%	2%	-29%	-3	0%	i
N#Cc1ccccc1NC1=CC(=O)CCC1	-4%	-3%	-6%	23%	6%	12%	2	2%	i
CCOc1ccc(S(=O)(=O)Nc2cccc(C(=O)NCC3CCCO3)c2)cc1 (centres undefined)	-7%	9%	-1%	-3%	-7%	?	14	?	i
O=C(O)CC1NCCc2ccccc21 (centres undefined)	-2%	-2%	-6%	0%	-14%	8%	-5	10%	i
Cc1ccc(NC(=O)[C@@]2(CC(=O)O)CC(/C=C/c3ccccc3)=NO2)c(C)c1	2%	0%	-6%	12%	-2%	?	36	20%	i
CCCN1CCN(C(=O)C2CCN(c3nnc(C)c4c(C)n(-c5ccc(C)cc5)nc34)CC2)CC1	-20%	1%	5%	?	?	4%	?	?	i
C=CCOc1ccc(C2/C(=C(/O)c3ccc(OC)cc3)C(=O)C(=O)N2CCN2CCNCC2)cc1 (centres undefined)	-24%	1%	3%	15%	20%	0%	-2	20%	i
COc1ccc(-c2csc(NC(=S)NC(=O)/C=C/c3ccco3)n2)cc1Br	?	?	?	2.6µM*	5.2µM*	4.1µM*	nt	3.7µM*	i
N#Cc1c(-c2ccccc2)nc2n(-c3ccccc3)nc(C(=O)Nc3ccccc3)n2c1=O	9%	-1%	-5%	20%	-8%	18%	0	44%	i
CCCCCn1c(Br)nc2c1c(=O)n(CC(N)=O)c(=O)n2C	42%[activator]	0%	4%	4%	0%	1%	2	?	i
COc1ccccc1CNc1nc(-c2ccco2)nn1C(=O)c1cc(OC)c(OC)c(OC)c1	29%	nt	nt	nt	19%	0%	nt	nt	i
Cc1cc(C)nc(SCC(=O)NC2=NC(=O)C(C)S2)n1 (centres undefined)	0%	-4%	-1%	3%	1%	7%	30	11%	i
Cc1ccc(C2=C(CC(=O)O)C(=O)CC2)cc1	2%	26%	-9%	9%	6%	2%	39	12%	i
CCc1ccc(N2CC(C(=O)OCC(=O)NNC(=O)c3ccccc3)CC2=O)cc1 (centres undefined)	2%	0%	-6%	4%	12%	18%	7	8%	?
CCCN(C(=O)COC(=O)c1nc2nc(C)cc(C)n2n1)C1CCS(=O)(=O)C1 (centres undefined)	-1%	-12%	-44%[inhibitor]	3%	4%	?	10	0%[9.24 µM]	i
CC(=NCCCn1ccnc1)c1c(O)n(Cc2ccccc2)c(=O)[nH]c1=O	3%	10%	-3%	-19%	7%	17%	-6	-3%	i
CCNC(=O)CSc1nc(-c2ccccc2)cs1	nt	2%	2%	12%	0%	7%	-5	20%	i
COc1ccccc1CNC(=O)C1CCN(S(=O)(=O)Cc2ccccc2)CC1	6%	nt	nt	nt	-1%	-1%	nt	nt	i
O=C1C=C(O)c2c(O)cc(O)c(O)c2C1=O	-26%	-5%	-3%	-21%	0%	0%	-1	-24%	?
O=C(COC(=O)Cc1ccccc1[N+](=O)[O-])Nc1nnc(-c2ccccc2)o1	7%	18µM*	-12%	-1%	-10%	?	4	-9%	i
O=c1c2ccccc2nc2sc3ccccc3n12	59%[activator]	?	0%	-19%	0%	-13%	18	-25%	i
O=C(NCc1ccccc1)c1ccc([N+](=O)[O-])cc1	9%	nt	nt	27%	1%	-9%	0	8%	i
CCOc1ccc(S(=O)(=O)Nc2ccc(C(=O)N3CCCC3)cc2)cc1C(N)=O	nt	19%	-13%	11%	-7%	-11%	-12	9%	i
COc1ccc(OC)c(S(=O)(=O)N(C)CC(=O)Nc2cc(Cl)ccc2OC)c1	-21%	1%	1%	0%	-20%	-48%	-5	-1%	i
CCN(C(=O)Cn1c(Cl)nc2c1c(=O)n(C)c(=O)n2C)C1CCCCC1	nt	7%	-9%	0%	-12%	?	11	1%	?
Cc1n[nH]c(=O)c2c(NC(=O)CSc3nnnn3-c3ccc(O)cc3)oc(C)c12	-3%	-1%	0%	8%	?	2%	20	9%	i
Cn1c(-c2ccccc2)cnc1NCc1ccccc1O	8%	nt	nt	nt	10%	0%	nt	nt	i
C#CC[N+]1(CC#Cc2ccc(C#CC[N+]3(CC#C)CCOCC3)cc2)CCOCC1	4%	-49%[inhibitor]	3%	-3%	13%	9%	-8	2%	i
